M. tuberculosis GlmU: inhibition of mycobacterial GlmU enzyme – biochemical, glucosamine-1-phosphate acetyltransferase (AID 1376); one-dose inhibition, %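 (tested at 30 µM in the primary screen)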; IC50 in µM for titrated hits; M. tuberculosis GlmU acetyltransferase enzyme assay; higher % means a stronger effect; 0.25% of 220,000 active; in the data active means inhibition above about 13%;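 further: 0% = complete reaction with vehicle and 100% = reaction without substrate; strong numbers were not always called active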
Mtb RmlCD inh: inhibitors of Mycobacterium tuberculosis RmlC and RmlD coupled enzymes; RmlC+RmlD coupled enzyme assay, percent inhibition; primary screen in compound mixtures; inhibition, % at 3.6 µM; 0.03% of 160,000 active; AID 1533; in the data active means inhibition mostly above about 34%, no sharp cut-off; further: some results filed as inactive read as strong as hits
Target sequence (P9WH09 whole entry, looked up): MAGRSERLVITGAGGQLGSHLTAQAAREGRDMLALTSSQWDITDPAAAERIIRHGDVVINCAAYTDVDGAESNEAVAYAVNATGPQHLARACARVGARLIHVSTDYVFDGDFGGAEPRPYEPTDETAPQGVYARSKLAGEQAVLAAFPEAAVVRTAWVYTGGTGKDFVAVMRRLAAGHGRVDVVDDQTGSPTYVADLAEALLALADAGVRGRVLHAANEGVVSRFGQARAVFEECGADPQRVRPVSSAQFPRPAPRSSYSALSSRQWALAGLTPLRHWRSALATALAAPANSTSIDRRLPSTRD
Target sequence (P9WH11 whole entry, looked up): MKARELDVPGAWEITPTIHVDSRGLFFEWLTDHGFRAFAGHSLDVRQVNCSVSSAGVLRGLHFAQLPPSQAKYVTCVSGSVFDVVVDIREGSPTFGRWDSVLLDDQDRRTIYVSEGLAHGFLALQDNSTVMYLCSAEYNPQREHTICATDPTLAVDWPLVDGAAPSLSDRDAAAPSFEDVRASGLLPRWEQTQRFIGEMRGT
Active calls of the source: *; · = not tested or not shown. An excerpt, so the mix of outcomes need not match the whole.

The line under a structure holds: M. tuberculosis GlmU	Mtb RmlCD inh
1) c1ccc(Cn2nnc3c(N4CCC5(CC4)OCCO5)ncnc32)cc1
    -1.4%	·
2) O=C(CNC(=O)c1cccs1)NCC(=O)OCc1ccccc1Br
    -2.7%	-5.9
3) CCOc1ccc(/C=C2\NC(=S)NC2=O)cc1
    7.7%	-5.5
4) CCOc1ccc(C(=O)NC(C(=O)NCc2ccccc2OC)C(C)C)cc1 (stereo not drawn)
    -1.3%	10.7
5) CCC[N+](C)(C)C(C)C(OC(C)=O)c1ccccc1 (stereo not drawn)
    2.6%	·
6) C=CCNC(=O)c1ccc(C2SCC(=O)N2Cc2ccccc2)cc1 (stereo not drawn)
    0.0%	-4.3
7) O=C(CSc1nc(-c2ccc(F)cc2)cc(C(F)(F)F)n1)NCCN1CCOCC1
    -1.4%	·
8) O=C1COc2ccc(C(=O)c3ccccc3C(=O)NCc3ccccc3)cc2N1
    5.1%	·
9) Cc1ccccc1-c1n[nH]c(=S)n1/N=C/c1ccc(-c2ccccc2Br)o1
    -1.4%	10.7
10) O=C(CCCc1nc(-c2ccccc2)no1)N1CCOCC1
    0.6%	·
11) CN1c2ccccc2C(C)(C)C12CCCC(=O)N2 (stereo not drawn)
    0.1%	-5.0
12) COc1ccc(C2(CCN=Cc3ccc(N(C)C)cc3)CCOC(C)(C)C2)cc1 (stereo not drawn)
    1.1%	·
13) COc1ccc(S(=O)(=O)NCC2CCCN(Cc3cccnc3)C2)cc1 (stereo not drawn)
    1.6%	-5.8
14) CCc1nnc(NC(=O)CCC(=O)N2CCN(Cc3ccc(Cl)cc3)CC2)s1
    -0.9%	-0.8
15) Cc1cccc(N/N=C(\C=N\N)C(=O)c2ccc(Br)cc2)c1
    -10.5%	5.6
16) O=[N+]([O-])c1cccc(-n2nnnc2CNCc2ccccc2)c1
    2.3%	-14.9
17) COC(=O)c1cccc(N(C(=O)c2cnccn2)C(C(=O)NC2CCCCC2)c2cn(C)nc2C)c1 (stereo not drawn)
    -7.3%	7.5
18) Cc1cc(NC(=O)c2noc3c2CCCCC3)no1
    2.3%	·
19) CCOC(=O)C(NS(=O)(=O)c1ccc(Br)cc1)C(C)C (stereo not drawn)
    -2.1%	-4.5
20) Cc1ccccc1Oc1nc(-c2ccccn2)nc2ccccc12
    -5.9%	4.2
21) NC(=O)c1cccn1Cc1cccc(Cl)c1
    1.0%	-14.7
22) Cc1cc(C)cc(OC2CCCCC2NS(=O)(=O)c2ccccc2)c1 (stereo not drawn)
    2.9%	16.9
23) O=C(c1cccc(F)c1)N1CCN(S(=O)(=O)c2ccc(C(F)(F)F)cc2)CC1
    -0.6%	-11.1
24) O=C1NC(=S)SC1=C1CCCC1
    10.1%	11.4
25) Cc1cc(=O)n(-c2ccc(O)cc2)[nH]1
    -2.7%	·
26) COc1ccc(Cl)cc1-c1nc(-c2ccncc2)no1
    1.6%	-2.7
27) COc1cccc(NC(=O)c2nn(C34CC5CC(CC(C5)C3)C4)cc2[N+](=O)[O-])c1
    -3.7%	4.5
28) Cc1ccccc1N=CC=C1OC(C)(C)C(C)(C)O1
    -1.8%	-11.2
29) CCOC(=O)N1CCN(C(=O)CCc2nc3sc4c(c3c(=O)[nH]2)CCCC4)CC1
    2.5%	10.3
30) CN(Cc1cn(C)c2ccccc12)C(=S)Nc1cc(F)cc(F)c1
    2.0%	6.8
31) Cc1ccc(-c2cc(-c3ccccc3)nc(Cl)n2)cc1
    1.4%	5.4
32) COc1cccc(CN=CC2=C(O)CC(C)(C)CC2=O)c1OC
    -2.0%	·
33) Cc1[nH]n2c(=O)cc(Cc3ccccc3)nc2c1C#N
    9.6%	·
34) COc1ccccc1N(Cc1ccccc1)S(=O)(=O)c1cccc(C(=O)O)c1
    -1.9%	-1.3
35) CC(C)(CCl)C(=O)Nc1ccc(Sc2ccc(F)cc2)cc1
    2.0%	12.5
36) CSc1nc2sc3c(c2c(=O)n1CC(C)C)CC(C)(C)OC3
    -0.2%	-7.3
37) CCOC(=O)N1CCC(N2Cc3cccc(C(=O)NCc4ccccc4OC)c3C2=O)CC1
    4.0%	-4.8
38) O=C(NNC(=O)c1ccccc1O)c1ccc(Cl)cc1
    -0.2%	·
39) CC(C)Cn1c(N)c(C=O)c(=O)n(C)c1=O
    -1.4%	1.6
40) CC(C)/C=N/NC(=O)c1cccc(N2CCCC2=O)c1
    3.4%	-4.8
41) O=C(Nc1nccs1)c1ccc(Cl)c(S(=O)(=O)N2CCOCC2)c1
    -0.2%	·
42) CC1(C)Cc2c(sc3nc(-c4cc5ccccc5o4)n(N)c(=O)c23)CO1
    0.6%	8.4
43) Cc1cc(C)nc(NS(=O)(=O)c2ccc(CC(C)C)cc2)c1
    1.6%	9.2
44) NS(=O)(=O)c1cccc(NS(=O)(=O)c2ccc(/C=C/C(=O)OCC(=O)c3ccc(Br)cc3)cc2)c1
    -7.0%	·
45) COc1ccc(-c2nc(NC(=O)C3CCN(c4nc5ccccc5o4)CC3)sc2C)cc1
    5.2%	-7.9
46) O=C(O)c1cc(NCc2ccccc2C(F)(F)F)ccc1N1CCOCC1
    -3.3%	-3.5
47) CCOc1ccc(OCC)c(S(=O)(=O)NCc2ccccn2)c1
    -4.2%	-4.7
48) COc1cccc(CNC(=O)C2CCN(S(=O)(=O)c3cccs3)CC2)c1
    -7.1%	-10.7
49) COc1ccc(/C=C/C(=O)Nc2cccnc2)cc1OC
    1.9%	-10.7
50) COc1ccc(-n2nnc3c(=O)n(CC(=O)N4CCCC4)cnc32)cc1
    1.4%	-5.8

Additional compounds follow:
The line under a structure holds: M. tuberculosis GlmU	Mtb RmlCD inh
51) C/C(=N\NC(=S)NCc1ccccc1)c1ccc(C)o1
    -7.7%	·
52) CCOC(=O)c1ccc(NC2=CC(=O)C(=O)c3ccccc32)cc1
    -1.5%	103.2
53) O=C(Nc1ccc(F)cc1F)c1c(C(F)(F)F)ccnc1Oc1ccc(Cl)cc1
    2.8%	·
54) COC(=O)c1cnn2c(C(F)(F)F)cc(-c3ccc(F)cc3)nc12
    -1.3%	·
55) CCOC(=O)C1(CCc2ccccc2)CCN(Cc2c(O)cccc2OC)CC1
    -3.9%	-9.0
56) Cn1c(=O)[nH]c(=O)c2c1nc1n2CCCN1CCc1ccccc1
    8.2%	·
57) O=C(CCN1C(=O)c2ccc([N+](=O)[O-])cc2C1=O)Nc1ccc(O)cc1C(=O)O
    1.3%	2.1
58) O=[N+]([O-])c1ccc(-c2ccn[nH]2)o1
    -5.4%	-2.4
59) CCOC(=O)c1c(O)c2c(n(Cc3ccco3)c1=O)CCCC2
    -0.5%	-7.1
60) COc1ccnc(N=CNOCc2cccc(C(F)(F)F)c2)c1C#N
    3.1%	2.8
61) Cc1cc(Br)ccc1OCC(=O)NNC(=O)Cc1ccccc1
    6.5%	16.8
62) COc1ccc(NC(=O)C23CC4CC(C2)CC(n2cnc(Br)n2)(C4)C3)c(OC)c1
    1.8%	·
63) Cc1ccc(SCc2[nH]nc3c2C2(C(=O)N(C)c4ccccc42)C(C#N)=C(N)O3)cc1 (stereo not drawn)
    1.7%	-7.2
64) Cc1ccc(C2CC(c3ccc(Cl)cc3)=NNC2=O)cc1 (stereo not drawn)
    -4.6%	·
65) CN(C)C(=O)c1ccc(NC(=O)c2cncc(Br)c2)cc1
    ·	1.0
66) COC(=O)c1ccc(/C=N/OCC(=O)NC2CCCCCCC2)cc1
    1.6%	7.7
67) Oc1c(CN2CCN(c3ccc(F)cc3)CC2)cc(Cl)c2cccnc12
    3.0%	7.4
68) Cc1ccc(NC(=S)NC2CCCCC2)cc1S(=O)(=O)N(C)C
    -3.9%	2.1
69) CCn1c(C)cc(=S)c2ccccc21
    5.5%	·
70) CC[C@H](C)[C@@H]1NC(=O)c2cc([N+](=O)[O-])cc(I)c2SC[C@@H](C(N)=O)NC(=O)[C@H](CCCCN)NC1=O
    -0.5%	·
71) O=C(C(Sc1ccccc1)c1ccc(Br)cc1)N1CCOCC1 (stereo not drawn)
    -1.6%	2.2
72) NC(=O)Cn1nnc(-c2ccccc2NC(=O)c2cnccn2)n1
    2.8%	·
73) O=C(NC(c1ccccc1)c1c(O)ccc2ccccc12)c1ccccc1Cl (stereo not drawn)
    -0.7%	-4.7
74) O=C(c1ccc(S(=O)(=O)N2CCOCC2)cc1)N1CCN(S(=O)(=O)c2ccc(Cl)s2)CC1
    5.6%	11.1
75) Cc1ccc2oc(-c3cccc(NC(=S)NC(=O)c4cccs4)c3)nc2c1
    -5.5%	9.3
76) Cc1ccc(S(=O)(=O)N2CCCC2C(=O)NCCc2nc3ccccc3[nH]2)cc1 (stereo not drawn)
    -3.9%	3.1
77) CC(NC(=O)C1CCC(CNc2c(N3CCCCC3)c(=O)c2=O)CC1)c1ccccc1 (stereo not drawn)
    -5.1%	·
78) Cc1cc(NC(=O)c2c(F)cccc2F)n(-c2nc3ccccc3[nH]2)n1
    0.3%	5.0
79) COc1ccc(OCCSc2nc(C)nc3ccccc23)cc1
    7.2%	31.9
80) O=C(N/N=C/c1cccc(O)c1)c1ccc(COc2ccccc2Br)cc1
    -3.3%	5.5

5 compounds picked at random from those above, as already listed:
The line under a structure holds: M. tuberculosis GlmU	Mtb RmlCD inh
79) COc1ccc(OCCSc2nc(C)nc3ccccc23)cc1
    7.2%	31.9
75) Cc1ccc2oc(-c3cccc(NC(=S)NC(=O)c4cccs4)c3)nc2c1
    -5.5%	9.3
76) Cc1ccc(S(=O)(=O)N2CCCC2C(=O)NCCc2nc3ccccc3[nH]2)cc1 (stereo not drawn)
    -3.9%	3.1
73) O=C(NC(c1ccccc1)c1c(O)ccc2ccccc12)c1ccccc1Cl (stereo not drawn)
    -0.7%	-4.7
80) O=C(N/N=C/c1cccc(O)c1)c1ccc(COc2ccccc2Br)cc1
    -3.3%	5.5

Additional structures:
The line under a structure holds: M. tuberculosis GlmU	Mtb RmlCD inh
81) N#CCSc1nc2ccc(N3CCCCC3)cc2c(=O)n1Cc1ccccc1
    4.9%	-5.4
82) COc1ccc(-n2ncc3c(NCc4ccco4)ncnc32)cc1
    5.2%	-9.7
83) Cc1ccc2nc(-c3ccc(NC(=S)NC(=O)CC(C)C)cc3)sc2c1
    -3.6%	-2.5
84) Cn1c2c(c(=O)n(C)c1=O)C(c1ccccc1OC(F)F)C1=C(CCCC1=O)N2 (stereo not drawn)
    -1.6%	17.4
85) CC(=O)c1cnc(SCC(=O)O)nc1C
    5.3%	0.2
86) Cc1c(C)c(C)c(CN2CCCC2)c(C)c1C
    2.1%	·
87) CC(C)CNC(=S)NNC(=O)c1ccccc1OC(F)F
    2.8%	·
88) CCc1c(O)nc(SCC(=O)Nc2ccc(OC)cc2)n(C2CCCCC2)c1=O
    2.7%	11.2
89) CCNc1nc(NC(C)C)nc(N2CC(=O)N(CC(=O)OCC)C2=N)n1
    1.1%	·
90) COc1ccc(C(c2nnnn2Cc2cccs2)N2CCN(c3ccccc3F)CC2)cc1OC (stereo not drawn)
    ·	-14.0

Compounds above with a COOH group, in the order listed:
The line under a structure holds: M. tuberculosis GlmU	Mtb RmlCD inh
34) COc1ccccc1N(Cc1ccccc1)S(=O)(=O)c1cccc(C(=O)O)c1
    -1.9%	-1.3
46) O=C(O)c1cc(NCc2ccccc2C(F)(F)F)ccc1N1CCOCC1
    -3.3%	-3.5
57) O=C(CCN1C(=O)c2ccc([N+](=O)[O-])cc2C1=O)Nc1ccc(O)cc1C(=O)O
    1.3%	2.1
85) CC(=O)c1cnc(SCC(=O)O)nc1C
    5.3%	0.2

Other records.
The line under a structure holds: M. tuberculosis GlmU	Mtb RmlCD inh
91) O=C(CCCOc1ccccc1)Nc1nccs1
    -2.4%	11.8
92) CCNC(=O)CN1C(=O)NC2(CCCc3cc(OC)ccc32)C1=O (stereo not drawn)
    -6.0%	·
93) CC(C)C(=O)Nc1cccc(C(=O)NCc2ccc3c(c2)OCO3)c1
    8.0%	·
94) CCOc1ccc2nc(NC(=O)CN3CCC(n4nnc5cc(F)ccc54)CC3)sc2c1
    -4.4%	6.9
95) O=C(CCn1cnc2ccccc2c1=O)Nc1ccc(S(=O)(=O)N2CCCC2)cc1
    6.6%	14.1
96) O=C(Nc1ccc2nccnc2c1)c1ccco1
    0.0%	15.2
97) CN(CCC1CCCCO1)C(=O)CCc1nnc(CCCCc2ccccc2)o1 (stereo not drawn)
    5.0%	6.9
98) CSC1=NCCN1C(=O)Cc1ccc(-c2ccccc2)cc1
    -3.2%	21.6
99) CC(C(=O)NCC1CCCO1)N(C(=O)c1snc(C(N)=O)c1N)c1ccccc1 (stereo not drawn)
    3.9%	·
100) Cc1ccc(C(=O)CC2(O)C(=O)N(C)c3ccccc32)s1 (stereo not drawn)
    7.7%	-6.7
101) CCNc1nc(Oc2ccc(C(=O)OC)cc2)nc(N(C)C)n1
    2.4%	-1.9
102) Cc1c(C(=O)O)sc(=S)n1-c1ccc(Cl)cc1
    -2.6%	-3.8
103) CC(c1ccon1)N(C)C(=O)CCc1nnc(Cc2ccc(-c3ccccc3)cc2)o1 (stereo not drawn)
    -2.5%	-2.7
104) Cc1cccc(NC(=O)CSc2nnc(-c3ccc(S(=O)(=O)N4CCCC4)cc3)o2)c1
    -3.2%	·
105) CC(=O)c1c(C)[nH]c(C(=O)COc2ccc(C#N)cc2)c1C
    -4.7%	6.9
106) COc1ccc(CCn2ccc(O)c(Cc3c(F)cccc3Cl)c2=O)cc1OC
    -0.7%	-5.2
107) CCOC(=O)CSc1nnc(-c2ccccc2)c(=O)[nH]1
    2.8%	12.7
108) Cc1ccc(C(=O)Nc2ccc(OCc3ccccc3)cc2)cc1[N+](=O)[O-]
    4.6%	19.5
109) CC1CCCN1CC#CC(O)(c1ccccc1)c1ccccc1 (stereo not drawn)
    -4.6%	-7.7
110) CCc1ccc(Nc2nnc(SCC(=O)NC(=O)c3cccn3C)s2)cc1
    3.5%	11.2

Screening results as filed in PubChem BioAssay.
